HePTP inhibitor: inhibitors of human HePTP phosphatase, primary screen, biochemical, absorbance, leukemia target; recombinant HePTP phosphatase activity, OD absorbance; 0.64% of 110,000 active; inhibition, % at 20 µM; Tyrosine-protein phosphatase non-receptor type 7 (Homo sapiens), P35236; in the data active = inhibition above about 50%;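 also: plate controls were vehicle for no effect and reference inhibitor for full effect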
Target sequence (P35236 whole entry, looked up): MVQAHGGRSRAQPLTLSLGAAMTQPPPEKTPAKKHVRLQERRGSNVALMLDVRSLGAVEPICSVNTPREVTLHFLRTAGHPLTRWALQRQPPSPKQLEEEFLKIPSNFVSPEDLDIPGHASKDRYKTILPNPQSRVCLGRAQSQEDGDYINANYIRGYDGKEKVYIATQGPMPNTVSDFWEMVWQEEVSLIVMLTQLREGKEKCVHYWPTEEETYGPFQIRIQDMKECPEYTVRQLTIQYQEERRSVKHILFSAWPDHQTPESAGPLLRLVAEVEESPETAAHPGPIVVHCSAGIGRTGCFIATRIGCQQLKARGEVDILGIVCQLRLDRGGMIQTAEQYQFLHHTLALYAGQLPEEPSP
BAP1 block: inhibitors of BAP1 deubiquitinase, primary screen, biochemical, Ub-AMC fluorescence, kinetic; recombinant BAP1, Ub-AMC hydrolysis fluorescence kinetic; hits give low values; activity remaining (% of control), % at 20 µM; 0.48% of 72,000 active;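 active = activity remaining at or below 50% of control, provided the compound also passes the data quality filters; inactive = the rest, including low values that fail the filters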;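 also: 100% = DMSO wells rate and 0% = substrate alone blank rate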
Target sequence (Q92560 whole entry, looked up): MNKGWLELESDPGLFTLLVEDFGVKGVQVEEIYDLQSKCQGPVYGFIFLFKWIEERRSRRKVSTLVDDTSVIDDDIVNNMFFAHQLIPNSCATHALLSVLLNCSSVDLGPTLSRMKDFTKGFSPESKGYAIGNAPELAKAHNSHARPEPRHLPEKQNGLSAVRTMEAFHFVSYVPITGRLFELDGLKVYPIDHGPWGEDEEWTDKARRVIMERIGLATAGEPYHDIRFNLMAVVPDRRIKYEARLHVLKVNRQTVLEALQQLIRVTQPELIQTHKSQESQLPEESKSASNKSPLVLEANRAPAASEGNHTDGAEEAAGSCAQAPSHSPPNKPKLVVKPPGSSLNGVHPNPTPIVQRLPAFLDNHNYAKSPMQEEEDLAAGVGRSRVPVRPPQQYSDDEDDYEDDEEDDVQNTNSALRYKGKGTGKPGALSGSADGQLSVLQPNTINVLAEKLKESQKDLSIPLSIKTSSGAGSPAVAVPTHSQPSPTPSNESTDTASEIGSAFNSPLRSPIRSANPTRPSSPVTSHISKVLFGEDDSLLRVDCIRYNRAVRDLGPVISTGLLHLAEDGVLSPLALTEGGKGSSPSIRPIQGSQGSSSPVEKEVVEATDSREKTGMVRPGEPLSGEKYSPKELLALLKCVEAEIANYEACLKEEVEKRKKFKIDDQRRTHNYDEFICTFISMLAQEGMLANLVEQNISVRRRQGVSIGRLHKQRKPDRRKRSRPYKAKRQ
* marks the source's active call; other numbers are inactive results; nt = not tested or not shown; & = joins results of further samples.

HePTP inhibitor	BAP1 block	molecule
1	147	COC(=O)c1cccc(NC(=O)Cn2cnc3ccccc3c2=O)c1
-2	95	Nc1nonc1C(=Nc1ccccc1)NO
0	88	Cc1ccc(C2C(C#N)=C(N)Oc3n[nH]c(C)c32)cc1 (stereo not drawn)
-4	131	CCOc1cc(C(=S)N2CCN(C)CC2)ccc1OCC(=O)N1CCOCC1
9	nt	Cc1ccc(NC(=O)COc2ccccc2Cl)c(C(=O)O)c1
-2	111	COC(=O)c1cc(NC(=O)c2ccoc2C)cc(C(=O)OC)c1
5	96	COc1ccccc1NC(=O)N1CCCC1C(=O)NCc1ccccc1F (stereo not drawn)
2&-9	100	Nc1ccc2oc(-c3cccc(Br)c3)nc2c1
0	nt	O=C(O)CCCC1OC(CCCC(=O)O)OC(CCCC(=O)O)O1 (stereo not drawn)
-8	nt	Cc1onc(-c2c(F)cccc2Cl)c1C(=O)N1CCOCC1
10	nt	CCOc1ccc2oc(-c3ccccc3)c(C(=O)N(C)C)c2c1
6&4	62	N#Cc1c(N)nc2c(c1-c1ccccc1)CCCC2
nt	117	COc1ccccc1N1CCN(S(=O)(=O)c2ccccc2C)CC1
11	109	CCN(CC)C(=O)CSCC(=O)Nc1ccccc1
8	91	Cc1nn(C)cc1CN(C)C(=O)c1nn2c(c1Cl)NC(c1cccs1)CC2C(F)(F)F (stereo not drawn)
-7	nt	CN(C)c1ccc(/C=C2\N=C(c3ccc([N+](=O)[O-])cc3)OC2=O)cc1
-7	nt	O=C(NCCN1CCOCC1)/C(=C/c1ccc(F)cc1)NC(=O)c1ccccc1
-5	93	COc1cccc(-n2ccnc2SCC(=O)Nc2cc(OC)ccc2OC)c1
-4	nt	O=C(Nc1ccc2c(c1)OCO2)c1ccc(Cl)cc1
2	89	CCOc1nc(CC)nc(NC(=O)NS(=O)(=O)c2ccccc2Cl)n1
-9	nt	CCCCOC(=O)Nc1nnc(-c2ccco2)s1
-1	71	O=C(Nc1ccc(-c2nc3cccnc3s2)cc1)c1ccc(Br)o1
2	82	Cc1noc(C)c1COC(=O)CCCOc1ccc(Cl)cc1Cl
9	nt	CC(C)Oc1ccccc1NC(=O)c1ccc(Cl)cc1Cl
5	66	Cc1ccc(-c2cc(C(F)(F)F)n3ncc(C(=O)N4CCN(Cc5ccccc5)CC4)c3n2)cc1
-5	nt	O=C(CSc1ccccc1C(=O)O)c1ccc(-c2ccccc2)cc1
7	96	Cc1ccc2cc(CCNC(=O)c3ccc(Br)o3)c(=O)[nH]c2c1
4	nt	CCOc1ccccc1NC(=O)CSc1ccccc1
0	nt	c1ccc(CC2CCN(c3nc(N4CCOCC4)nc(N4CCOCC4)n3)CC2)cc1
-6	nt	CSc1ccc(/C=c2\sc3nc4ccccc4n3c2=O)cc1

Quoted from above (four entries):
HePTP inhibitor	BAP1 block	molecule
7	96	Cc1ccc2cc(CCNC(=O)c3ccc(Br)o3)c(=O)[nH]c2c1
4	nt	CCOc1ccccc1NC(=O)CSc1ccccc1
0	nt	c1ccc(CC2CCN(c3nc(N4CCOCC4)nc(N4CCOCC4)n3)CC2)cc1
-6	nt	CSc1ccc(/C=c2\sc3nc4ccccc4n3c2=O)cc1

Additional results follow:
HePTP inhibitor	BAP1 block	molecule
-3	137	O=C(O)C1CC(=O)N(c2ccc(Br)cc2)C1 (stereo not drawn)
-9	100	COc1ccc(C2C(=O)N(C3CCCCC3)CC(=O)N2CCc2ccccc2)cc1OC (stereo not drawn)
4	88	COCCn1nnnc1C(c1cccs1)N1CCN(c2ccccc2)CC1 (stereo not drawn)
-5	nt	O=C(NCCNc1ccc(Cl)cc1[N+](=O)[O-])c1ccccc1Br
11	96	Cc1ccn2cc(CCNC(=O)CC(C)(C)C)nc2c1
2	nt	CN(C)CCNC(=O)COc1ccc2ccccc2c1
2	109	CC(=O)OC(C(=O)NCS(=O)(=O)c1ccc(C)cc1)c1cccnc1 (stereo not drawn)
4	122	Cc1ccc(S(=O)(=O)NC(=O)c2cc(C)n(CCCN3CCOCC3)c2C)cc1
nt	150	COc1cc(-c2nc(S(=O)(=O)c3ccc(Cl)cc3)c(N(C)C)o2)cc(OC)c1OC
11	62	Cc1cc(NC(=O)CSc2ccc3nnc(-c4ccc(Cl)cc4)n3n2)no1
8	80	COc1ccc(N2CCN(C(=O)CCCn3c(=S)[nH]c4cc5c(cc4c3=O)OCO5)CC2)cc1
-6	nt	O=C(COc1cccc(Cl)c1)NCCc1nc2ccccc2[nH]1
-9	nt	CCNC(=O)C(=O)Nc1ccc(Cl)c(Cl)c1
8	90	COc1ccc(CCN2C(=O)CC(C(N)=O)SC2=Nc2ccccc2)cc1OC (stereo not drawn)
4	127	CCOC(=O)CN(C(=O)CSc1nnc(CNc2ccc(F)cc2)o1)c1ccccc1
nt	126	CC(C)C(=O)OCCN1C(=O)c2cccc3c(N4CCCCC4)ccc(c23)C1=O
6	89	CCOc1ccc(NC(=O)C2CC(=O)NC(N3CCc4ccccc43)=N2)cc1 (stereo not drawn)
7	93	COc1cccc(C(=O)CSc2nnc(CNS(=O)(=O)c3ccc(C)cc3)n2C)c1
6	106	CCOc1cc(CN2CCN(C(=O)CC(C)C)CC2)ccc1OC
2	nt	CC(C)CC(=O)Nc1ccc(C(=O)COc2ccc(-c3nnco3)cc2)cc1
-5	91	c1ccc(CCNc2c3c(nc4ncnn24)CCC3)cc1
12	101	Cc1cccn2c(=O)c3cc(C(=O)NCC4CCCO4)c(=N)n(Cc4cccnc4)c3nc12 (stereo not drawn)
10	nt	O=S(=O)(Nc1ccc2c(c1)OCO2)c1ccc(Br)s1
-20	100	COc1cc(NC(=O)CSc2nnc(C)s2)cc(OC)c1OC
-6	nt	COc1cccc(NC(=O)CCN2C(=O)/C(=C/c3ccc(C)cc3)SC2=S)c1
-12	86	Cc1cc(C)n(C(=O)c2ccc(NC(=O)CC(C)C)cc2)n1
12	nt	COc1cc(C(=O)Nc2ccc(S(=O)(=O)Nc3ncccn3)cc2)c(Br)c(OC)c1OC
-4	84	Oc1c(CN2CCc3ccccc3C2)cc(Cl)c2cccnc12
-30	nt	COc1cccc(C(=O)Nc2ccc3c(c2)OCO3)c1
8	104	CC1(c2ccc(Cl)cc2Cl)OCC(Cn2ccnc2)O1 (stereo not drawn)
-6	98	CCOc1ccc(-n2c(Cc3cc(=O)[nH]c(=O)[nH]3)nnc2SCC(=O)NC2CCCC2)cc1
10	87	O=C(Cc1ccccc1)n1nc(-c2ccccc2)nc1NCc1ccco1
-2	70	O=C(c1cccc(F)c1)N1CCN(C(=O)c2nn3cccnc3c2Cl)CC1
nt	133	COc1ccc(NC(=O)c2cnn3c(C(F)(F)F)cc(-c4ccc(OC)c(OC)c4)nc23)c(OC)c1
9	nt	O=C(Nc1nccs1)c1cccc(N2C(=O)c3ccc([N+](=O)[O-])cc3C2=O)c1
0	nt	COc1ccc(NC(=S)NC(NC(=O)Cc2ccccc2)C(Cl)(Cl)Cl)cc1OC (stereo not drawn)
-1	70	CCN(CC)c1nc(Nc2ccccc2)nc(Oc2ccc(=O)[nH]n2)n1
nt	62	COC(=O)c1ccc(-n2nnnc2SCc2c(C)ccc3ccccc23)cc1
3	107	COC(=O)c1nnn(-c2nonc2N)c1CN1CCc2ccccc21
4	100	COc1cccc(C2c3c(oc4ccccc4c3=O)C(=O)N2CCCN2CCOCC2)c1 (stereo not drawn)
0	nt	Nc1cc(C2CCCC2)nn1-c1ccccc1
7	96	CCOc1ccc(C(=O)N2CCN=C2SC)cc1OCC
7	56	O=C(c1cc(-c2ccco2)on1)N1CCN(C(c2ccccc2)c2ccccc2)CC1
-9	100	N#Cc1ccc(N2CCN(C(=O)c3cccc(F)c3)CC2)c(F)c1
1	97	Cc1ccnc(SCCn2c(N3CCN(c4ccccc4)CC3)nc3c2c(=O)[nH]c(=O)n3C)n1
9	nt	Cc1ccc(C2=CC(=O)N(c3cccc(Br)c3)C2=O)cc1
6	93	CCn1c(C(=O)NCCCN2CCc3ccccc3C2)cc2sccc21
5	nt	CCn1c(CSc2nc3ccccc3s2)nc2ccccc21
-8	nt	Cc1cc(Br)c(S(=O)(=O)NCCN2CCOCC2)cc1C
-12	97	CCOc1ccc2nc(NCCNC(=O)CC)c(C#N)cc2c1
-20	nt	O=[N+]([O-])c1cc2c(cc1/C=N/Nc1nc3nonc3nc1Nc1ccc(F)cc1)OCO2
10	nt	Cc1ccccc1NS(=O)(=O)c1ccc(NC(=O)c2ccc(C(F)(F)F)cc2)cc1
5	nt	O=c1[nH]c2ccc(Nc3nc4ccccc4nc3NS(=O)(=O)c3ccc(Cl)cc3)cc2[nH]1
nt	67	CCc1cc(-c2[nH]ncc2-c2ccc([N+](=O)[O-])cc2)c(O)cc1OC
9	86	CC1CCCCN1CCNc1nc(=S)[nH]c2ccccc12 (stereo not drawn)
-5	101	CC1CCC(C(=O)NC(C(=O)N2CCC(N3CCCCC3)CC2)C(C)C)CC1 (stereo not drawn)
3	104	CCN1CCc2c(C#N)c(NCc3ccccc3)nc(N(CC)CC)c2C1
10	59	CC(C)(C)OC(=O)N1CCC(C(=O)N[C@H](Cc2ccccc2)C(=O)O)CC1
6	96	CCCc1ccc(-c2ccc(F)c(N)c2)nc1
-4	94	COc1ccccc1CNS(=O)(=O)c1ccc2[nH]cc(C(=O)O)c(=O)c2c1

Random excerpt: six entries already listed.
HePTP inhibitor	BAP1 block	molecule
-6	98	CCOc1ccc(-n2c(Cc3cc(=O)[nH]c(=O)[nH]3)nnc2SCC(=O)NC2CCCC2)cc1
10	nt	Cc1ccccc1NS(=O)(=O)c1ccc(NC(=O)c2ccc(C(F)(F)F)cc2)cc1
0	nt	Nc1cc(C2CCCC2)nn1-c1ccccc1
3	104	CCN1CCc2c(C#N)c(NCc3ccccc3)nc(N(CC)CC)c2C1
nt	67	CCc1cc(-c2[nH]ncc2-c2ccc([N+](=O)[O-])cc2)c(O)cc1OC
10	59	CC(C)(C)OC(=O)N1CCC(C(=O)N[C@H](Cc2ccccc2)C(=O)O)CC1

Two of the compounds above, as tab-separated lines.
Molecule	HePTP inhibitor	BAP1 block
COc1cccc(NC(=O)CCN2C(=O)/C(=C/c3ccc(C)cc3)SC2=S)c1	-6	nt
Cc1cc(C)n(C(=O)c2ccc(NC(=O)CC(C)C)cc2)n1	-12	86

(more compounds)
HePTP inhibitor	BAP1 block	molecule
6	113	Oc1c(C=Nc2cccnc2)sc2ccccc12
-4	100	CC(O)[C@H](NC(=O)C1(c2ccccc2)CCN(C(=O)OC(C)(C)C)CC1)C(=O)O (stereo partly drawn)
4	74	O=C(Cc1cccs1)Nc1nc2c(s1)CCCC2
5	72	COc1ccc(C)cc1S(=O)(=O)N(CC(=O)O)c1ccccc1
10	nt	Cc1sc(NC(=O)c2ccc(-c3ccccc3)cc2)c(C#N)c1C
10	104	CC(=O)Nc1ccc(NC(=O)Oc2ccccc2)cc1
nt	65	OC(CN1CCN(c2cccc(Cl)c2)CC1)C(c1ccccc1)c1ccccc1 (stereo not drawn)
-5	149	OCc1nn2c(c1Br)NC(c1ccccc1)CC2C(F)(F)F (stereo not drawn)
-3	89	CCn1c(SCC(=O)NCc2ccc(C)cc2)nnc1-c1ccncc1
2&8	91	O=S(=O)(NC1CCCCC1)c1ccc(Br)cc1
-7	nt	COC(=O)CN(c1ccc(OC)cc1)S(=O)(=O)c1ccc(NC(C)=O)cc1
7	nt	COc1ccc2nc(SCC(=O)Nc3ccc(Cl)c(Cl)c3)[nH]c2c1
8	70&100	COCc1[nH]nc2c1C(c1ccccc1OC)C(C#N)=C(N)O2 (stereo not drawn)
5	87	CCOC(=O)N1CCN(c2ncnc3c2oc2nc(C)c4c(c23)CC(C)(C)OC4)CC1
-1	90	Cc1cc(C)nc(N2CCCC(C(=O)Nc3nc4ccc(S(C)(=O)=O)cc4s3)C2)n1 (stereo not drawn)
4	80	COc1ccccc1OC1=NS(=O)(=O)c2cc([N+](=O)[O-])ccc21
3	94	O=C(c1cccc2c1-c1ccccc1/C2=N/O)N1CCCCC1
9	nt	O=C(NCc1ccccn1)c1c(O)c2ccccc2[nH]c1=O
-8	nt	Cc1ccc(N2C(=O)/C(=C/C3CC=CCC3)SC2=S)cc1 (stereo not drawn)
6	nt	CC(=O)Nc1ccc(NC(=O)c2ccc(C(F)(F)F)cc2)cc1
5	nt	O=S(=O)(CCSc1ccc(Cl)cc1)OCC(F)(F)F
4	96	COC(=O)C1=C(N)Oc2cc(C)n(CC3CCCO3)c(=O)c2C1c1ccccc1OC (stereo not drawn)
-2	92	Cc1nnc2n(C3CCCCC3)c(=O)c3c4c(sc3n12)CCC4
0	nt	O=S(=O)(Nc1cccc(C(F)(F)F)c1)c1ccc2ccccc2c1
-5	134	c1ccc(Cn2ccnc2-c2ccco2)cc1
nt	140	CC(C)C(=O)NC(C)C(c1cccs1)N1CCN(c2ccccc2)CC1 (stereo not drawn)
12	70	CC(=O)Nc1cccc(NC(=O)Nc2ccc(C(C)=O)cc2)c1
-6	nt	O=C(c1ccc(C#CC2(O)CCCCC2)cc1)N1CCN(c2ccc(F)cc2)CC1
10	86	O=[n+]1c2c(n([O-])c3cc(F)c(N4CCCC4)cc31)CCC2
-11	nt	Cc1nc2c(c3c1[nH]c1ccccc13)/C(=N\O)CC(C)(C)C2
11	144	COc1cc(S(=O)(=O)n2nnc3ccccc32)c(OC)cc1Cl
2	nt	Cc1ccc(OCc2nnc(NC(=O)Cc3cccs3)s2)cc1
7	nt	Cc1cc(C)nc(SCC(=O)Nc2ccc(Cl)c(Cl)c2)n1
-14	nt	O=C(N/N=C/c1cccc([N+](=O)[O-])c1O)/C(=C\c1ccc2c(c1)OCO2)NC(=O)c1ccccc1
0	nt	Cc1cc2c(cc1C)N(Cc1ccc(Cl)cc1)C1=NCCCN12
5	111	O=C(CC(c1ccco1)C1CCCCC1=O)c1ccco1 (stereo not drawn)
-1	nt	CCc1cc(=O)oc2cc(C)cc(OC(C)=O)c12
-12	nt	CCCCOc1cccc(C(=O)Nc2ccc(C)cc2[N+](=O)[O-])c1
-6	nt	C=CCn1c(NC(=O)c2ccc(Cl)cc2)nc2ccccc21

Screening data from PubChem BioAssay.
